b-catenin transl: alters nuclear translocation of beta-catenin in HeLa cells; immunofluorescence imaging; nuclear translocation activity, % at 5 µM; 0.3% of 190,000 active;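 active = nuclear translocation activity above 50% at 5 µM, with a well cell count of 50 or more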;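 also: per-cell ratio of nuclear to cytoplasmic median beta-catenin stain intensity; plate controls were DMSO negative control for no effect and GSK-3 inhibitor IX positive control for full effect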
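Read-out: Nuclear/cytoplasmic beta-catenin signal ratio, % activation | Assay system: Human HeLa cell line | Times: 24 h compound exposure at 37°C, 5% CO2 | Signal: Fluorescence imaging of beta-catenin antibody stain plus DAPI | Dosing: 5 µM primary, 0.02–20 µM confirmation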
Hep lipid drop: modulators of hepatic lipid droplet formation. inhibition, % at 6.5 µM. 0.4% of 240,000 active. AML12 mouse hepatocytes, oleate lipid droplets, BODIPY imaging;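 active = lipid droplet intensity inhibited by at least 50%, with more than 500 cells counted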
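Test system: AML12 mouse liver cells; schedule: overnight exposure; technique: high-content imaging of BODIPY-stained droplets and DAPI nuclei; read-out: % inhibition of corrected integrated BODIPY droplet signal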
Dynein cargo inh: blocks dynein driven cargo transport along microtubules. 3617.4 mouse cells, GR-EGFP nuclear translocation imaging; test concentration mostly 20 µM; stimulated with dexamethasone, 1 µM; active compounds read low. z-score, hits read low. 0.47% of 220,000 active;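 active = plate z-score of nuclear minus cytoplasmic receptor signal below a set negative limit, without overly bright fluorescence or cell loss, cut at about -3.5 in these data, passing the limit was not always enough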;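 also: z-score of nuclear minus cytoplasmic ring GR-EGFP intensity difference per well; some compounds called inactive have numbers as strong as hits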
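Schedule: 48 h induction, then 1 h compound, then 30 min agonist, 37 °C. Buffer or medium: tetracycline-free induction medium containing charcoal-stripped FBS. Reagent: 1.0 µM final dexamethasone stimulus. Evaluation: nuclear versus cytoplasmic GR-EGFP signal, averaged per well. Signal: high-content fluorescence imaging after fixation.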
WT yeast gro inh: growth inhibition of WT yeast, mitochondrial fusion screen. mitochondrial fusion phenotypic screen, WT strain. inhibition, % at 10 µM. 2.1% of 190,000 active; in the data active = inhibition above about 58%; tested in S. cerevisiae
Ins promoter up: MIN6 insulin promoter up-regulation | MIN6 insulin promoter-GFP reporter, high-content imaging; active compounds read high | z-score at 5 µM | 0.3% of 190,000 active | AID 1625;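 active = z-score above 3 at 5 µM with at least 500 cells counted in the well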
Autophagy HCS: modulators of autophagy | calls only at 10 µM (by protocol) | MEF GFP-LC3 puncta imaging; test concentration mostly 10 µM | 0.98% of 190,000 active;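 active = percentage of spot-positive cells more than 3 SD above its plate mean, without a fluorescence outlier flag or 80% toxicity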;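 also: spot-positive cell cutoff set from DMSO-treated cells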
MT stabilizer: microtubule stabilization, imaging screen. HeLa tubulin immunostaining HCS, 24 h; share of cells brighter than vehicle mean+2SD. % tubulin-high responders, % at 10 µM. 0.83% of 200,000 active. AID 2205;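 active = plate Z-score above 3 for both tubulin-high and condensed-nucleus cell shares, with cell loss under 80%, at 10 µM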;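 also: anti alpha tubulin signal scored within the nucleus-defined area of each cell; some results filed as inactive read as strong as hits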
HEK293 NOD2/NF-kB: inhibition of NOD2-driven NF-kB reporter – cell-based, luminescence, uHTS, HEK293 (AID 1566). 0.63% of 290,000 active. HEK293 NOD2/NF-kB luciferase reporter, luminescence; higher % means a stronger effect. one-dose inhibition, % at 4 µM; EC50 in µM for titrated hits; in the data active = inhibition above about 50%; also: many of its hits are not listed in these tables
Yfh1-depleted yeast: enhancers of respiration in Yfh1-depleted yeast, dose response, Friedreich's ataxia, plus single-dose screen (AID 1465); S. cerevisiae Yfh1-off respiration, WST-1 reduction, 72 h; higher fold induction means a stronger effect; fold induction at 50 µM; hits with a dose series show EC50 in µM; 0.074% of 220,000 active;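 active = fold induction of absorbance versus untreated yeast above a set limit, then at least 30% activation at any dose in follow-up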;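 also: activators that raise dye reduction in frataxin-depleted yeast; strong numbers were not always called active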
WT yeast gro inh mutant strain: also measured in WT yeast gro inh; calls as there; inhibition, %; mitochondrial fusion phenotypic screen, mutant strain inhibition
Dynein cargo inh cytoplasmic EGFP: recorded beside Dynein cargo inh, whose call it bears; z-score; measured here: cytoplasmic GR-EGFP intensity; active compounds read high
Dynein cargo inh nuclear GR-EGFP: second read-out of Dynein cargo inh, no call of its own (marks repeat the call); z-score; measured here: nuclear GR-EGFP intensity;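 lower value marks the stronger effect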
Dynein cargo inh cell count: further read-out of Dynein cargo inh, marked with its call; z-score; measured here: cell count per field
Ins promoter up cell count: second read-out of Ins promoter up, no call of its own (marks repeat the call); cell count; measured here: cytotoxicity, nuclei count;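 total cells summed across four imaged fields per well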
Hep lipid drop cells 6.5 µM: recorded beside Hep lipid drop, whose call it bears; cell count; measured here: cell count, cytotoxicity flag;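 cells counted across two imaged fields per well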
b-catenin transl cell count 5 µM: further read-out of b-catenin transl, marked with its call; cell count; measured here: cell count, cytotoxicity flag
MT stabilizer Hoechst-high %: also measured in MT stabilizer; calls as there; % Hoechst-high responders; measured here: nuclear condensation Hoechst responders;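 share of cells brighter than vehicle mean plus two SD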
MT stabilizer cytotoxicity %: recorded beside MT stabilizer, whose call it bears; toxicity, %; measured here: cytotoxicity by cell density;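 0% = mean cell density of plate MIN control wells and 100% = no cells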
Autophagy HCS cell loss 18 h: second read-out of Autophagy HCS, no call of its own (marks repeat the call); toxicity, %; measured here: cell loss, nuclei count;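 cell loss after 18 h compound exposure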
Numbers without * were called inactive; i = inactive; . = no result given. Not all compounds are listed; rates above refer to the full screens.

SMILES	b-catenin transl	b-catenin transl cell count 5 µM	Hep lipid drop	Hep lipid drop cells 6.5 µM	Dynein cargo inh	Dynein cargo inh cytoplasmic EGFP	Dynein cargo inh nuclear GR-EGFP	Dynein cargo inh cell count	WT yeast gro inh	WT yeast gro inh mutant strain	Ins promoter up	Ins promoter up cell count	Autophagy HCS	Autophagy HCS cell loss 18 h	MT stabilizer	MT stabilizer Hoechst-high %	MT stabilizer cytotoxicity %	HEK293 NOD2/NF-kB	Yfh1-depleted yeast
CCc1cc2c3c(c(=O)oc2cc1O)CCCC3	-0.9	919	5.4	801	0.199	-0.279	0.176	-0.385	.	.	1.41	1216	i	2.4	3.3	1.4	1.9	14.4%	i
CC1CCN(c2ccc(C(=O)Nc3nnc(C4CC4)s3)cc2[N+](=O)[O-])CC1	0.1	1220	-27.9	455	0.576	-0.235	0.403	0.0259	6.6	7.6	-0.17	1352	i	30.3	6.1	1.3	3.0	5.3%	i
CCCCS(=O)(=O)Nc1ccc(C)cn1	-1.3	1115	4.4	597	-0.723	-0.0491	-0.0518	0.215	-16.4	7.4	2	1593	i	4.9	1.2	2.2	6.2	2.8%	i
O=C(NCCc1nnc2ccc(NCc3cccnc3)nn12)c1ccccc1F	1.3	1023	4.7	742	-0.305	-0.275	-0.189	0.384	2.9	5.7	0.69	1257	i	-26.4	1.7	1.1	0.3	15.3%	i
OCc1ncccc1O	-1.1	1088	6.3	711	0.361	-0.273	0.0661	-0.0416	.	.	-0.35	1443	.	.	.	.	.	-71.8%	i
Cc1ccc(-c2nc(NC(=O)CSc3ccc4ccccc4n3)ns2)cc1	1.0	526	8.0	780	-0.399	-0.256	0.602	0.34	3.7	-2.9	2.8	1370	i	26.2	2.3	2.9	9.6	-16.7%	i
COc1ccc(N2CCN(c3ccc(Cl)nn3)CC2)cc1	1.2	1042	-1.6	677	-0.397	-0.0451	0.0243	-0.97	-5.9	-12.4	0.13	1615	i	-16.2	1.8	1.0	6.3	-22.9%	i
COc1cccc(NC(=O)CCc2nc(-c3ccccc3F)no2)c1	0.0	1215	-1.7	795	0.0375	-0.208	-0.155	0.617	5.9	-10.6	-0.29	880	i	15.0	3.9	1.8	4.6	-2.3%	i
CCN(CC)CCOC(=O)c1c(C)oc2ccc(O)cc12	.	.	0.2	628	-0.796	-0.275	-0.21	0.712	8.1	3.8	-0.1	1250	i	-5.3	1.6	2.0	6.4	-10.7%	i
Cn1c(C(=O)c2ccccc2[N+](=O)[O-])nc2ccccc21	-0.7	1540	14.7	700	3.03	-0.179	1.13	-0.548	-11.9	-7.2	1.09	1552	i	-11.6	3.0	2.0	9.6	-13.0%	i
Cc1nc(-c2ccc(S(=O)(=O)N3CCCN(CCc4ccccc4)CC3)s2)cs1	1.2	1478	0.6	749	-0.106	-0.258	-0.151	0.407	.	.	-0.09	1126	.	.	.	.	.	-8.3%	i
Cc1ccsc1C=C1C(=O)c2ccccc2C1=O	1.6	1343	.	.	-1.13	0.125	-0.573	0.639	3.1	10.3	-0.54	1438	i	-24.0	2.6	2.2	12.0	-9.1%	i
Cc1ccc(NC(=O)c2sccc2C)cc1S(=O)(=O)N(C)C	-0.3	949	0.4	609	-0.199	-0.261	-0.253	0.629	-7.5	-4.4	.	.	i	-2.0	2.4	1.7	0.5	0.0%	i
CC(C)OC(=O)CN1C(=O)C(C)(C)Oc2ccc(C(=O)NC3CC3)cc21	.	.	9.9	720	-0.873	-0.231	-0.184	0.712	21.9	-0.1	-0.25	913	i	0.5	1.6	2.5	12.0	10.8%	i
CCCn1c(SCC(=O)c2ccc3c(c2)NC(=O)CO3)nc2ccccc21	.	.	2.0	663	2.85	-0.139	1.67	-1.56	11.4	-1.8	0.64	1270	i	2.6	3.2	2.7	4.1	-0.4%	i
CC1CCCN(CCCOc2ccc(Cl)cc2Br)C1 (stereo not drawn)	0.4	450	-13.8	654	-0.0289	-0.202	0.672	-0.471	30.3	51.9	0.49	1331	i	0.5	5.0	1.9	7.2	-1.2%	i
CCOc1cccc(SCc2noc(C(=O)NC(C)C)c2C(=O)O)c1	0.9	1297	.	.	-0.442	-0.193	-0.813	-0.261	19.0	21.8	-0.64	1593	i	-4.4	3.4	1.6	5.4	20.0%	i
O=C(NC1CCCCC1)Oc1ccccc1	7.2	931	-12.2	725	0.569	-0.254	0.224	-0.751	.	.	0.06	1349	.	.	.	.	.	-5.5%	i
CCOC(=O)N1CCN(C(=O)CSc2ccc3nnc(-c4ccccn4)n3n2)CC1	-1.1	1126	0.1	701	-1.09	-0.146	-0.532	0.5	-1.9	-15.7	-0.18	1270	i	-4.9	1.8	4.0	8.5	-4.1%	i
O=[N+]([O-])c1cc(C(F)(F)F)ccc1N1CCN(S(=O)(=O)c2ccc3c(c2)CCCC3)CC1	7.7	1029	-7.3	606	-0.285	-0.213	0.473	-0.937	20.2	4.0	-0.3	1239	i	7.8	1.9	1.9	9.0	31.4%	i
COc1c2occc2c(OC)c2c(=O)cc(C(F)(F)C(F)(F)F)oc12	-1.5	1169	.	.	0.0489	-0.22	0.126	0.0315	-4.1	0.3	-0.26	983	i	3.7	2.1	1.2	2.9	10.9%	i
c1ccc(Cc2noc(CN3CCCC(CN4CCOCC4)C3)n2)cc1 (stereo not drawn)	-0.6	1542	1.0	669	-0.606	-0.272	-0.504	-0.247	-14.0	4.7	-0.18	1351	i	40.4	4.1	1.2	8.1	-4.5%	i
O=C(CC1NCCc2ccccc21)Nc1ccc(Oc2ccccc2)cc1 (stereo not drawn)	2.4	1045	.	.	0.472	-0.343	0.488	0.822	20.4	24.5	0.11	1246	i	18.8	5.1	2.7	0.1	-6.3%	i
CCOC(=O)Cc1nnc(NC(=O)c2ccccc2OCC)s1	1.1	1113	-1.2	747	1.01	-0.18	0.836	0.453	12.3	3.9	.	.	i	12.3	4.2	1.9	8.5	12.0%	i
COc1cc(CC(NC(C)=O)C(=O)NC2CCN(C(=O)Nc3ccccc3Cl)CC2)cc(OC)c1 (stereo not drawn)	-0.8	1017	-15.9	714	-0.66	-0.363	-0.125	0.7	-14.1	-12.0	-0.86	1603	i	-8.3	3.0	1.6	5.9	19.5%	i
CCOc1ccc2[nH]c(=O)c(CN(Cc3ccco3)C(=O)c3cccc(F)c3)cc2c1	-3.8	909	.	.	-0.116	-0.144	0.088	0.0315	-23.7	-9.4	.	.	i	1.3	2.0	1.6	12.1	28.0%	i
Cn1c(SCc2c(F)cccc2Cl)nc2c(c1=O)SCC2	0.1	1036	-9.2	687	-0.243	-0.0377	0.473	1.13	66.2*	48.9*	-0.75	1622	i	10.0	3.2	4.1	10.0	24.8%	i
CN=c1scc(-c2cc(OC)ccc2OC)n1/N=C/c1c(C)[nH]c2ccccc12	0.8	1105	12.3	637	0.266	-0.25	-0.0405	-0.148	32.4	-21.5	0.43	1338	i	3.6	4.9	2.2	5.3	18.7%	i
C=C(C)c1cccc(C(C)(C)NC(=O)N2CCN(CC(N)=O)CC2)c1	0.1	1081	-0.6	766	-0.544	-0.237	-0.453	-0.0224	-11.7	-20.8	0.14	1255	i	-3.7	3.4	2.1	3.0	-7.3%	i
C#CCNC(=O)C1=C[C@H](C)[C@@H](CCCO)[C@H](OCC)O1	-0.5	1167	4.3	666	-0.581	-0.171	-0.0142	0.594	4.2	2.8	0.69	1412	i	2.4	3.4	1.7	1.8	-9.6%	i
COCc1nnc(NS(=O)(=O)c2ccc(Br)cc2)s1	.	.	0.8	716	0.244	-0.24	0.247	0.893	-18.1	-33.2	-0.64	1263	i	-7.4	3.6	1.9	0.6	1.3%	i
CC1(C)CC(=O)C(C2C3=C(CC(C)(C)CC3=O)Oc3ccc4ccccc4c32)C(=O)C1 (stereo not drawn)	-1.0	1442	-1.9	670	1.09	-0.268	-0.197	0.893	20.6	-3.6	-0.04	1399	i	10.6	3.6	2.3	8.6	-54.1%	i
CSc1nnc(SCC#N)s1	0.3	1354	-5.4	532	0.579	-0.128	0.407	0.308	.	.	.	.	.	.	.	.	.	-1.5%	i
COCCSc1nnc(NC(=O)Cc2ccc(OC)c(OC)c2)s1	0.4	1115	-7.1	693	-0.628	-0.304	-0.24	0.71	-3.1	-1.8	0.14	1426	i	-18.0	4.1	3.8	0.2	18.9%	i
CCCn1c(=O)[nH]c(=O)c2c1nc(-c1ccc3c(c1)OCCO3)n2CCN1CCOCC1	-6.8	966	.	.	-0.372	-0.209	-0.0293	0.595	-11.1	1.3	-1.95	1340	i	-3.0	1.9	1.8	5.6	2.2%	i
Cc1ccccc1Nc1cc(C(=O)NCc2ccco2)c2ccccc2n1	-2.3	534	-7.7	601	-0.457	-0.252	-0.147	0.179	-3.5	2.1	0.92	1314	i	17.6	2.7	1.5	3.9	5.7%	i
